Assay outcomes from PubChem BioAssay.
HKDC1 inh: HKDC1 (human) hexokinase inhibition | Q2TB90 | recombinant HKDC1, G6PDH/diaphorase resazurin coupled fluorescence | inhibition, % at 20 µM | actives 0.16% (n = 340,000);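 active means inhibition above about 35% when tested at 20 µM, limit read from the data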;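 further: plate controls were DMSO wells with enzyme for no effect and DMSO wells lacking enzyme for full effect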
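Test system: HK5 enzyme. Quantity: 5 µg/mL HK5 final. Reagent: glucose and ATP substrates. Schedule: 90 min reaction incubation at room temperature, dark. Technique: resazurin-to-resorufin fluorescence via G6PDH and diaphorase coupling, 525/613 nm. Control set: DMSO wells with and without enzyme mix.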
Apaf1 inhib: human Apaf-1 inhibition. AID 489030. O14727. actives 0.71% (n = 330,000). reconstituted apoptosome caspase-3 activity, DEVD-Rh110 fluorescence. inhibition, % at 20 µM; active means inhibition of at least 40% at 20 µM;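 further: plate controls were DMSO wells for no effect and DEVD-CHO caspase inhibitor wells for full effect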
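Material: reconstituted apoptosome with Apaf-1, cytochrome c, caspase-9, procaspase-3, dATP / Buffer or medium: pH 7.5 Hepes buffer with CHAPS, BSA, DTT / Also added: cytochrome c with DEVD-Rh110 / Schedule: compound with Apaf-1, dATP, procaspase-3 30 min, then 50 min reaction, room temperature / Technique: rhodamine 110 fluorescence at Ex 480/Em 540 nm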
SENP7 inh: inhibitors of human SENP7 protease | Q9BQF6 | recombinant SENP7, Z-RLRGG-aminoluciferin luminescence, 40 min | inhibition, % at 5 µM | actives 1.5% (n = 330,000);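 active means inhibition above about 50% at the single test dose, limit read from the data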;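 further: plate controls were DMSO with enzyme for no effect and no enzyme buffer wells for full effect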
Target sequence (Q9BQF6 706-1050 limits assumed): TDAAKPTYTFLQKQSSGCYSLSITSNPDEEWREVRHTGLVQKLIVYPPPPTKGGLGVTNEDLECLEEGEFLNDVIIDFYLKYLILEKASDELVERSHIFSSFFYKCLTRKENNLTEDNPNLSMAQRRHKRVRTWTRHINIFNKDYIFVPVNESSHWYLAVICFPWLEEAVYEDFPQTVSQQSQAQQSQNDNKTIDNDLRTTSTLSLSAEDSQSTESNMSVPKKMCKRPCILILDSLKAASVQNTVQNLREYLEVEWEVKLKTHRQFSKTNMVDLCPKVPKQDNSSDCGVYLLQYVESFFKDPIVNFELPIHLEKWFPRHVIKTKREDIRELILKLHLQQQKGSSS
SENP8 block-1: inhibitors of human SENP8 protease; Q96LD8; recombinant SENP8, Nedd8 substrate fluorescence; inhibition, % at 20 µM; actives 0.64% (n = 360,000); AID 602440; in the data active means inhibition mostly above about 40%, no sharp cut-off; inactive means mostly below about 27%
Target sequence (Q96LD8 whole entry, looked up): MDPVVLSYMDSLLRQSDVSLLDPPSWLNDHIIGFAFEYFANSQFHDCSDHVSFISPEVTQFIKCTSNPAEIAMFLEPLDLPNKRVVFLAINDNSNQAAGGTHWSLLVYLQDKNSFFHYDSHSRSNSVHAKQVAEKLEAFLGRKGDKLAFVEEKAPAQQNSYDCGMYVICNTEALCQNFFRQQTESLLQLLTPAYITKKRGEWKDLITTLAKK
SENP1 inh: blocks the human SENP1 SUMO protease catalytic domain | actives 0.21% (n = 360,000) | recombinant SENP1 catalytic domain, CyPet-SUMO1-YPet FRET cleavage | Q9P0U3 | inhibition, % at 10 µM;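 active means inhibition at least 30% at 10 µM, raw YFP signal under a set limit, fluorescence ratio 0.5 to 1.5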;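 further: 0% = enzyme with DMSO and 100% = no enzyme wells; some results filed as inactive read as strong as hits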
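system = hSENP1 catalytic domain, recombinant | reagent = SFCypet-SUMO1-SFYpet substrate at 25 nM | doses = one dose per compound, 10 µM, 0.5% DMSO | incubation = enzyme reaction for 50 min at room temperature, dark | measured by = FRET, CFP and YFP emission | controls = no-enzyme low, enzyme-DMSO high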
SENP8 block-2: inhibitors of human SENP8 protease; Q96LD8; purified SENP8, Z-RLRGG-aminoluciferin cleavage, luminescence; inhibition, % at 10 µM; actives 1.2% (n = 330,000); AID 2540; in the data active means inhibition above about 50%
PfG6PD inh: PfG6PD (Plasmodium falciparum) enzyme inhibition; PfGluPho enzyme, NADPH resazurin-diaphorase fluorescence; AID 504690; actives 0.78% (n = 350,000); inhibition, % at 20 µM;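 active means inhibition reaching at least a set limit at 20 µM in the primary screen, cut at about 59% in these data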;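 further: 0% = DMSO wells with substrate and 100% = DMSO wells lacking glucose-6-phosphate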
SENP6 block: blocks the human protease SENP6; actives 1.8% (n = 330,000); inhibition, % at 10 µM; AID 2599; Q9GZR1; Recombinant SENP6 catalytic domain, aminoluciferin luminescence;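 active means inhibition above about 50% at the single tested dose, limit read from the data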;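 further: plate controls were DMSO wells with enzyme for no effect and DMSO wells lacking enzyme for full effect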
Target sequence (Q9GZR1 628-1112 limits assumed): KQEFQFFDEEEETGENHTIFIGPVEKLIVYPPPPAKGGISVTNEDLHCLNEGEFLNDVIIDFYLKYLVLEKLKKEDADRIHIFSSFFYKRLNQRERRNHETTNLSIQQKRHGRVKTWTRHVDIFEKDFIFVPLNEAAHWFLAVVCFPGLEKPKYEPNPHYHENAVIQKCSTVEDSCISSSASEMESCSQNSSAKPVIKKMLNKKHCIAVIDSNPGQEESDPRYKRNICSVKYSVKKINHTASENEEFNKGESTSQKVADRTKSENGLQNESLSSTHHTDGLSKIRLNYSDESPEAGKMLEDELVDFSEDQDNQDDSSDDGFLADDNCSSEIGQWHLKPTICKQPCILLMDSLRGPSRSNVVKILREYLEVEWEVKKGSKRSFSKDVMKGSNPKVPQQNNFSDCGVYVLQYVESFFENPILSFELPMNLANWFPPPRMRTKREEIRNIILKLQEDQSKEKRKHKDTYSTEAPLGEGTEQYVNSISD
Active calls of the source: *; . = not tested or not shown.

Values run as follows: SENP8 block-1	Apaf1 inhib	HKDC1 inh	PfG6PD inh	SENP7 inh	SENP1 inh	SENP6 block	SENP8 block-2
COc1cccc(-c2nc3n(n2)C(c2ccc4c(c2)OCO4)C(C(N)=O)=C(C)N3)c1 (configuration not stated)
  -77	7	2	-9	1	-55	8	7
CC(=O)c1ccc(N=Nc2c(C)[nH]n(-c3ccccc3)c2=O)cc1
  48*	-3	0	-9	2	1	-6	-1
CS(=O)(=O)c1ccc2nc(NC(=O)CCC(=O)c3cccs3)sc2c1
  -194	5	2	4	0	-4	0	6
Cc1ccc(NC(=O)CSc2nnc(-c3cc(C)[nH]n3)n2N)cc1
  8	-6	-7	-9	-3	3	5	-2
COc1ccc(Cl)cc1NCC(=O)Nc1ccc(OC)c(S(=O)(=O)N2CCCCC2)c1
  2	-2	-1	4	3	-1	5	7
CCOc1ccc(C(=O)NCC(=O)OCC(=O)N(C)CC(=O)Nc2ccccc2CC)cc1OCC
  -8	.	-5	-18	.	0	.	.
CC(C)(C)OC(=O)C[C@H]1C/C=C\C[C@@H](CC(=O)NCCO)C(=O)NCCOC1=O
  14	-5	-8	11	-9	0	-9	-1
Cc1ccccc1NC(=O)c1snc2c(=O)[nH]cnc12
  .	2	.	.	9	.	12	3
N#Cc1ccc(C(=O)NCC(c2ccco2)N2CCCC2)cc1 (configuration not stated)
  6	2	-8	-17	-2	1	0	4
O=C(NCc1ccco1)c1cc([N+](=O)[O-])cc([N+](=O)[O-])c1
  20	2	7	14	1	4	9	8
O=C(c1ccccc1O)N1N=C(C(F)(F)F)CC1(O)c1ccc([N+](=O)[O-])cc1 (configuration not stated)
  17	-5	-10	3	1	5	1	1
O=C(NNC(=O)c1cc(Br)c(Br)s1)c1ccncc1
  15	-9	1	-7	2	2	1	-1
CCOC(=O)C1=C(CSc2nc(-c3ccccc3)ccc2C#N)OC(N)=C(C#N)C1c1cccnc1 (configuration not stated)
  -476	13	10	21	1	-17	15	-5
O=C(NNC(=O)C1CC(=O)N(Cc2ccccc2)C1)c1ccc(Br)cc1 (configuration not stated)
  5	-4	-3	-5	3	-2	-5	2
O=C(Cc1ccccc1[N+](=O)[O-])Nc1ccc(S(=O)(=O)N2CCCC2)cc1
  2	-10	.	.	10	0	-28	-6
NC(=O)NC(Cc1ccccc1)C(=O)N1CCN(S(=O)(=O)c2ccc(Cl)cc2)CC1 (configuration not stated)
  10	4	-1	-18	-4	4	-18	-11
CCOc1ccc(NS(=O)(=O)c2ccc(C(=O)N(C)CC(=O)Nc3cccc(OC)c3)cc2)cc1
  2	.	-5	4	.	2	.	.
COc1ccccc1Oc1ccccc1[N+](=O)[O-]
  0	-5	-5	-3	-5	-1	-14	-1
N#C/C(=C\c1ccc(Cl)cc1)C(=O)Nc1cccnc1
  -2	-24	7	13	3	-4	-8	4
Cc1cccc(NC(=O)c2ccco2)c1C
  12	-12	0	-13	10	0	-8	-8

Ordered by SMILES length (ascending): six of the compounds above.
Values run as follows: SENP8 block-1	Apaf1 inhib	HKDC1 inh	PfG6PD inh	SENP7 inh	SENP1 inh	SENP6 block	SENP8 block-2
COc1ccccc1Oc1ccccc1[N+](=O)[O-]
  0	-5	-5	-3	-5	-1	-14	-1
N#Cc1ccc(C(=O)NCC(c2ccco2)N2CCCC2)cc1 (configuration not stated)
  6	2	-8	-17	-2	1	0	4
NC(=O)NC(Cc1ccccc1)C(=O)N1CCN(S(=O)(=O)c2ccc(Cl)cc2)CC1 (configuration not stated)
  10	4	-1	-18	-4	4	-18	-11
CCOc1ccc(C(=O)NCC(=O)OCC(=O)N(C)CC(=O)Nc2ccccc2CC)cc1OCC
  -8	.	-5	-18	.	0	.	.
CC(C)(C)OC(=O)C[C@H]1C/C=C\C[C@@H](CC(=O)NCCO)C(=O)NCCOC1=O
  14	-5	-8	11	-9	0	-9	-1
CCOc1ccc(NS(=O)(=O)c2ccc(C(=O)N(C)CC(=O)Nc3cccc(OC)c3)cc2)cc1
  2	.	-5	4	.	2	.	.

Remaining list, next part:
Values run as follows: SENP8 block-1	Apaf1 inhib	HKDC1 inh	PfG6PD inh	SENP7 inh	SENP1 inh	SENP6 block	SENP8 block-2
ON1C2CCCCC2N(O)C1c1c(F)c(F)c(F)c(F)c1F (configuration not stated)
  -4	5	-6	7	5	-7	-16	0
CCCc1c(OCCCOc2ccc(OCC(=O)O)cc2)ccc(C(C)=O)c1O
  13	9	-2	-17	-1	0	-5	-8
CCOC(=O)c1cccnc1NC(=O)c1ccccc1
  8	2	-5	-10	-6	-2	-24	-17
COc1ccc(C(C#N)CCC2OCCO2)cc1OC (configuration not stated)
  12	-4	-5	-9	10	1	-6	1
CN(C)S(=O)(=O)c1cccc(COC(=O)C2=COCCO2)c1
  13	-8	3	-19	5	0	-6	1
C[C@@H]1COC(=O)[C@@H](Cc2ccc(F)cc2)C/C=C\C[C@@H](CC(=O)N(CCO)Cc2ccccc2)C(=O)N1
  7	-1	-5	9	-9	3	-22	2
O=C1CSC(c2cccnc2)N1Cc1ccc(Cl)cc1Cl (configuration not stated)
  10	3	-6	1	-11	0	-12	-3
CCc1nnc(NC(=O)C2CCCCN2S(=O)(=O)c2ccccc2)s1 (configuration not stated)
  0	-21	4	-5	-1	0	-3	4
Cc1cccc2sc(N(CCCN3CCOCC3)C(=O)CS(=O)(=O)c3ccc(F)cc3)nc12
  13	21	6	-3	4	-1	-5	-3
CCOC(=O)c1sc(NC(=O)CCN2CCOCC2)c(C(=O)OCC)c1C
  15	12	0	11	4	-3	-6	2
CCCCC(=O)OCc1nc(N)nc(Nc2ccccc2C)n1
  -9	5	-2	0	-9	-10	-1	-16
CN(C)S(=O)(=O)Nc1ccc2c(c1)Cc1ccccc1-2
  3	6	-13	6	3	0	-19	-6
CCOC(=O)C1CCCN(c2nc(C)nc3c2oc2ccccc23)C1 (configuration not stated)
  -52	8	-5	5	-3	1	3	-17
COc1ccc2c(c1OC)C(=O)N1c3cccc(Cl)c3C(=O)OC21 (configuration not stated)
  0	-28	-7	-8	2	3	-7	4
CC1CCCCC1NC(=O)CCS(=O)(=O)c1cc2c(cc1Cl)NC(=O)CO2 (configuration not stated)
  18	-7	-3	2	6	-1	4	6
Cc1cccc(-n2cnc3cc(C(=O)N4CCc5ccccc54)ccc32)c1
  3	25	0	23	-12	1	-36	-12
Cc1ccc(S(=O)(=O)n2c([N+](=O)[O-])cnc2C)c(C)c1C
  15	-2	-1	18	-4	0	-20	-10
CCn1cc(C(=O)N(CCCN2CCOCC2)Cc2ccco2)c(=O)c2ccc(C)nc21
  -1	-7	-7	6	-4	-9	-7	-7
O=C(Nc1nnc(-c2ccc(F)cc2)s1)Nc1ccccc1F
  -89	-21	-7	-8	4	2	-2	3
CCOc1ccc(N(CC(=O)Nc2cccc(Br)c2)S(C)(=O)=O)cc1
  7	5	3	8	-1	0	-1	0
COc1ccc(C(C(=O)NCc2ccccc2)N(Cc2ccco2)C(=O)c2cnccn2)cc1 (configuration not stated)
  -2	-5	3	6	1	0	-4	8
CCOC(=O)c1cc(NC(=O)C2C3C=CC(O3)C2C(=O)O)cc(C(=O)OCC)c1 (configuration not stated)
  -39	-5	-3	-12	7	-1	-3	7
O=C1C=C(c2cc(C(F)(F)F)cc(C(F)(F)F)c2)C[C@@H](c2ccc(Cl)cc2)C1
  14	15	-2	11	-11	-1	-22	-11
O=C(O)Cc1ccc(NC(=O)COc2ccc3ccccc3c2)cc1
  -5	-8	0	-33	-13	-3	0	-8
CC(=O)NC1(C(=O)O)CCCC1
  24	-14	7	-18	-6	-1	-6	-1
CC(C)(CC(=O)N1CCN(c2ccc(Cl)cc2)CC1)CC1=NS(=O)(=O)c2ccccc2N1
  25	21	5	-6	0	2	-11	6
O=C(NCc1ccc2c(c1)OCO2)C1CCCN1C(=O)Nc1ccc(Cl)cc1 (configuration not stated)
  10	-3	-5	-8	-4	0	4	-4
COCC(CN1CCN(C2=NS(=O)(=O)c3ccccc32)CC1)OC(=O)c1ccc(OC)cc1 (configuration not stated)
  -2	-2	-3	5	1	7	-4	-2
Cc1nn(CCCC(=O)NCc2ccccc2Cl)c(=O)c2nccn12
  18	-5	-6	2	0	-1	-4	3
COc1cc(OC)cc(-n2nnnc2SCC(=O)N2CCCC2)c1
  12	-28	-7	9	-1	1	-5	5
COC(=O)CSC1=C(C#N)C(c2sccc2C)CC(=O)N1 (configuration not stated)
  4	0	-5	-5	2	3	10	-4
CCOc1ccccc1/C=C(\C#N)C1=CCCC1
  11	4	0	-5	2	-2	0	-5
COc1ccc2c(c1)CN(C)S(=O)(=O)c1ccccc1-2
  -1	7	-1	-14	3	1	.	.
CCOC(=O)/C(C#N)=N/Nc1ccccc1C(=O)O
  24	5	-1	-9	9	0	9	12
CCCCC(NC(=O)CCc1c(C)c2cc3c4c(oc3c(C)c2oc1=O)CCCC4)C(=O)O (configuration not stated)
  -267	22	1	-34	0	-12	-14	-5
O=C(Nc1cc(C(F)(F)F)ccc1-n1cnc2ccccc21)c1ccccc1
  7	-3	17	11	-8	1	-13	-8
COc1ccccc1C(CC(N)=O)c1ccco1 (configuration not stated)
  5	-8	-4	1	-8	-2	-6	6
O=C(CCN1C(=O)/C(=C/c2ccc(F)cc2)SC1=S)NC1C=CS(=O)(=O)C1 (configuration not stated)
  28	2	-8	-10	-7	3	3	4
Cc1cc(C)c(NC(=O)Cn2ncc3ccccc32)c(C)c1
  7	9	-5	-1	7	7	19	-3
CC(C1CC1)N(C(=O)c1ccccc1O)c1ccccc1 (configuration not stated)
  -4	6	0	1	6	1	-14	-2
CN(C#N)c1nc(N2CCOCC2)nc(N2CCOCC2)n1
  10	-3	-3	2	1	0	-10	-7
COc1ccc(S(N)(=O)=O)cc1C(=O)OCCCOc1ccc(F)cc1
  21	6	-2	16	3	3	-3	2
CN(C)c1ccc(NC(=O)CSc2nc3c(c(=O)[nH]2)CCCC3)cc1
  45*	-2	11	42	3	1	13	4
O=c1oc2cc(O)ccc2cc1S(=O)(=O)c1ccccc1
  -393	2	-3	-19	-13	-33	-3	-13
CN(C(=O)OCc1ccccc1)C(CC(N)=O)C(=O)O (configuration not stated)
  5	-10	-9	9	3	5	-2	-1
CC(=O)Nc1cccc(NC(=S)Nc2cccc(Cl)c2C)c1
  5	-8	-10	-9	3	1	1	3
CCc1ccc2[nH]c(=O)c(C(c3nnnn3Cc3ccccc3)N3CCOCC3)cc2c1 (configuration not stated)
  -75	7	-1	-13	-1	1	-1	-1
N#Cc1c(N)nc2c(c1-c1cccc(O)c1)CCCCCC2
  -246	14	-3	-12	-7	-2	-23	1
O=C(CCC(=O)OCCCC(F)(F)C(F)(F)F)NC1CCCCC1
  8	9	-10	0	-10	-1	-1	-11
CCCCC(CC)C(=O)Nc1cc([N+](=O)[O-])ccc1F (configuration not stated)
  5	5	1	-6	-1	0	3	1
Cc1ccc(NC(=O)c2ccc(NS(=O)(=O)/C=C/c3ccccc3)cc2)nc1
  -1	6	1	-22	-7	-1	-7	-4
CCCN(CCC)CCSc1nc(O)c(C(C)C)c(=O)[nH]1
  23	0	1	9	-1	0	-2	2
O=C(NC(=S)Nc1ccccc1N1CCOCC1)c1ccc([N+](=O)[O-])cc1
  12	13	-3	-9	-1	0	4	4
